Screens from PubChem.
RGS4 inh – human RGS4 inhibition | P49798 | Transcreener GDP fluorescence polarization, RGS4-accelerated GTP hydrolysis | Potency, µM (titrated, usually from 114 µM), inactives show at the highest dose activity change, negative = inhibition, hits mostly inhibitors | actives 0.039% (n = 390,000) | AID 504845; also: potency is read from the fitted curve at half-maximal effect; % is scaled to controls: 0 for no effect and ±100 for the full control effect; nearly all actives have a fitted effect of over 75% in size; some results filed as inactive show a strong effect at the top dose
Target sequence (P49798 whole entry, looked up): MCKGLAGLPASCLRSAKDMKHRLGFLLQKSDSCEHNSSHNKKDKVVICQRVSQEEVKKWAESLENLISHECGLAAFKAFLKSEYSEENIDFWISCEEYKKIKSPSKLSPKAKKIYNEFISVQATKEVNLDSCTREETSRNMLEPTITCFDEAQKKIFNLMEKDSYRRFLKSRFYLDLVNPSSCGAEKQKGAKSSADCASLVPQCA
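MLSMR compounds (23 nl, pin-transferred) preincubated 10 min at room temperature with a 500nM (2x) first reagent, then RGS4 at 900nM (2x) plus Transcreener GDP mix added; fluorescence polarization (620/688 nm) read before and after 90 min at 30 °C.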
LDHA block – blocks human lactate dehydrogenase A | purified LDHA, NADH/diaphorase-resazurin fluorescence; active compounds read low | activity change, % (values are at about 110 or 230 µM) | actives 0.15% (n = 480,000); in the data active = activity change below about -30%; inconclusive = mostly about -25% to -30%;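 also: plate controls were DMSO wells for no effect and wells without enzyme for full effect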
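Resorufin fluorescence (ex540/em590), read at 0 and 20 min after diaphorase/resazurin addition, reports the NADH left after a 5 min room-temperature reaction of 2 nM human LDH5 with 0.06 mM NADH and 0.2 mM pyruvate.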
GRP78 ERSR act – ER stress response induction in glioma; U87-MG GRP78 promoter luciferase reporter, 16 h; Potency, µM, inactives show top-dose activation, usual class: activators; actives 0.02% (n = 420,000); AID 602332; also: potency is read from the fitted curve at half-maximal effect; series mostly up to about 76 µM; % of control where 0% means no effect; nearly all actives have a fitted effect of over 35% in size
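ERSR induction read as luciferase luminescence (Bright-Glo, 10 min at room temperature) in stably transfected human U87-MG glioma cells exposed to compounds for 16 h, using GRP78 as sensor.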
Vif-APOBEC3F blk – inhibitors of Vif-A3F interaction; HeLa A3F-eYFP + Vif (tagged APOBEC3F with the HIV-1 protein that degrades it), YFP fluorescence increase; Potency, µM (top dose mostly 46.1 µM), for inactives: top-dose activity, negative = active; actives 0.2% (n = 390,000); AID 602313; also: potency is read from the fitted curve at half-maximal effect; % of control where 0% means no effect; nearly all actives have a fitted effect of over 65% in size
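HeLa cells stably expressing A3F-eYFP plus Vif, plated and incubated overnight at 37 deg C, then exposed to compounds overnight at 37 deg C. Blocked degradation read as raised yellow fluorescence (Ex 488/Em 500-530).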
mIDH1 inhibitor – human IDH1 R132H inhibition; O75874; IDH1-R132H enzyme, NADPH consumption, diaphorase/resazurin fluorescence; Potency, µM (series often up to 76.6 µM), inactives show at the top dose activity change, negative = inhibition, actives largely listed as inhibitors; actives 0.093% (n = 390,000); also: potency is read from the fitted curve at half-maximal effect; % is scaled to controls: 0 for no effect and ±100 for the full control effect; nearly all actives have a fitted effect of over 65% in size
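IDH1-R132H (0.5 ug/mL dispensed) in pH 7.5 Tris buffer was preincubated 30 min with compound, then given a substrate mix of 0.016 mM NADPH and 2 mM alpha-KG for 80 min at room temperature; remaining NADPH was read by diaphorase/resazurin fluorescence.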
TrxR1 substrate – substrates of rat thioredoxin reductase 1; O89049; purified TrxR1 substrate turnover, NADPH consumption readout; Potency, µM (series often up to 114 µM), for inactives: top-dose activity change, negative = substrate turnover; actives 0.01% (n = 390,000); also: potency is read from the fitted curve at half-maximal effect; % is scaled to controls: 0 for no effect and ±100 for the full control effect; nearly all actives have a fitted effect of over 50% in size
Target sequence (O89049 whole entry, looked up): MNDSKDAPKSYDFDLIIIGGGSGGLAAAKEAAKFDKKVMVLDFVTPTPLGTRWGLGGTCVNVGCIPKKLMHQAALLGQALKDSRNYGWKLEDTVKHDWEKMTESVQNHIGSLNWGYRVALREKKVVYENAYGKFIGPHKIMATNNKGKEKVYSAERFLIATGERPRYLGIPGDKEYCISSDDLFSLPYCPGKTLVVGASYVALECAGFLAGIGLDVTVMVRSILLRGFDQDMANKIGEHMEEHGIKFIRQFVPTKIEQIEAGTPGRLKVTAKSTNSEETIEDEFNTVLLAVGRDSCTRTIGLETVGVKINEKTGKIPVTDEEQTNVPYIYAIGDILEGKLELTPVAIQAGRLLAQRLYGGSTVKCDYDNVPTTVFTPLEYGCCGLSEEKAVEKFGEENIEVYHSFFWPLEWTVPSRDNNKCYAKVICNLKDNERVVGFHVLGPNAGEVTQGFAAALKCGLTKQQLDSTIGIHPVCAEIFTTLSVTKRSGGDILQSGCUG
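Rat TrxR1, dispensed at 90 nM, was prereduced with 400 uM NADPH (final) for 5 min at ~22 deg C, then incubated with compound 15 min before 400 uM selenite. A first-read NADPH fluorescence drop versus no-compound background flagged substrates.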
Vif-A3G inh – Vif-A3G binding inhibition; Q9HC16; Potency, µM (titrated, usually from 46.1 µM), without a hit: at the highest dose activity, negative = active, hits mostly inhibitors; actives 0.076% (n = 410,000); HeLa A3G-eYFP + Vif (tagged APOBEC3G with the HIV-1 protein that degrades it), YFP fluorescence, overnight;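 also: potency is read from the fitted curve at half-maximal effect; % is scaled to controls: 0 for no effect and ±100 for the full control effect; nearly all actives have a fitted effect of over 60% in size; hits raise eYFP signal because A3G escapes Vif-driven loss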
Target sequence (Q9HC16 whole entry, looked up): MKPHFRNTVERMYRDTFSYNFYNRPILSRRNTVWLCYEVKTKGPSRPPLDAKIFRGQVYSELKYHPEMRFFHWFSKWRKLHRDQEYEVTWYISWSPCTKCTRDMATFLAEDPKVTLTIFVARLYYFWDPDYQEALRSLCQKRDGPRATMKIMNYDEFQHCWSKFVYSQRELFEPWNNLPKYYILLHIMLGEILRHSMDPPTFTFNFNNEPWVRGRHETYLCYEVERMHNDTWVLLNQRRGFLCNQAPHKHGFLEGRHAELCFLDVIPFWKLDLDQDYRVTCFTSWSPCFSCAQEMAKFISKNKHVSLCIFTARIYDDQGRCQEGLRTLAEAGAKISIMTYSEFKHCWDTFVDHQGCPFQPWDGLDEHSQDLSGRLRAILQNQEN
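Read-out is eYFP fluorescence (Ex 488/Em 500-530) from Vif-expressing HeLa A3G-eYFP cells; more signal means A3G escaped Vif-mediated degradation. Cells plated overnight, compound pinned in, incubated overnight at 37 deg C.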
USP1 inh – blocks the human USP1/UAF1 deubiquitinase complex; recombinant USP1/UAF1, Ub-Rhodamine cleavage fluorescence; Potency, µM (top dose mostly 57.1 µM), without a hit: at the highest dose activity change, negative = inhibition, most hits filed as inhibitors; actives 0.23% (n = 390,000); also: potency is read from the fitted curve at half-maximal effect; % is scaled to controls: 0 for no effect and ±100 for the full control effect; nearly all actives have a fitted effect of over 60% in size; inactives centre near -12
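USP1/UAF1 complex (1 nM) preincubated 15 min at room temperature with compound, then Ub-Rho substrate (150 nM final) added. Kinetic fluorescence at 480/540 nm over 6 reads at 60 s intervals; 50 mM HEPES pH 7.8, 0.5 mM EDTA, 0.1 mg/ml BSA, 1 mM TCEP, 0.01% Tween-20.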
TrxR1 inh – inhibitors of rat thioredoxin reductase 1; recombinant rTrxR1, NADPH fluorescence consumption, selenite substrate; AID 588453; Potency, µM (top dose mostly 114 µM), for inactives: at the top dose activity change, negative = inhibition, usual class: inhibitors; actives 1% (n = 390,000); also: potency is read from the fitted curve at half-maximal effect; % is scaled to controls: 0 for no effect and ±100 for the full control effect; nearly all actives have a fitted effect of over 65% in size
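Rat TrxR1 (90 nM in the dispensed reagent) was pre-reduced with 400 uM NADPH for 5 min at room temperature, then incubated with compound for 15 min. After 400 uM selenite was added, NADPH fluorescence (Ex 340/Em 450 nm) was followed for 8 min.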
* marks the source's active call; other numbers are inactive results; ? = inconclusive; / = no result given; [ ] = another dose, or the depositor's remark. Unless noted, calls follow the shape of the dose curve; as a rule, active = well fitted curve in the direction sought with a large enough effect; inconclusive = small, poorly fitted or top-dose-only effect, or another doubt; inactive = no such curve, though single readings can be large; an effect the other way counts as inactive or inconclusive.

#	Vif-APOBEC3F blk	GRP78 ERSR act	mIDH1 inhibitor	USP1 inh	TrxR1 inh	TrxR1 substrate	Vif-A3G inh	RGS4 inh	LDHA block	canonical_smiles
1	-2%	0%	12%	-6%	16%	-6%	1%	-13%	-9	CC(=O)Oc1ccc(N(C(C)=O)S(=O)(=O)c2ccc3ccccc3c2)cc1
2	/	-3%	5%	-6%	-6%	-3%	1%	-37%	3	COc1ccccc1CNC(=O)C(CC(C)C)NC(=O)C1CCC(C)CC1 (stereo not given)
3	0%	-2%	5%	-5%	11%[57.1 µM]	2%[57.1 µM]	-6%	-16%	-1	CCCc1c(C(=O)Nc2ccc(F)cc2C)cnn1-c1ccccc1
4	19%	8%	7%	-14%	21%[57.1 µM]	-12%[57.1 µM]	1%	-9%	3	CCN1CCN(C(=O)CCc2nnc(CCCCc3ccccc3)o2)[C@@H](C)C1=O
5	2%	-6%	-7%	-17%	/	/	-6%	/	-2	CCOc1ccc(NC(=O)c2cccc(S(=O)(=O)NCc3cccnc3)c2)cc1
6	4%	-3%	-2%	-17%	19%	5%	0%	-2%	-1	Cn1c(=O)c2c(nc3n2CC(CO)O3)n(C)c1=O (stereo not given)
7	1%	-3%	-7%	-10%	-7%	-8%	1%	-40%	14	CC(=O)Nc1ccc2c(c1)C(C)(C)C(C)N2C (stereo not given)
8	1%	7%	5%	?	?	-5%	0%	-9%	-12	Cc1nc(C#N)c(N/N=C/c2cccc(Cl)c2)o1
9	8%	3%	4%	-18%	5%	-4%	-5%	?	0	O=[N+]([O-])c1ccc(S(=O)(=O)Nc2ccc(-c3ccc(N4CCOCC4)nn3)cc2)cc1
10	3%	0%	3%	-14%	13%	-4%	-4%	-3%	-10	COc1cccc(NC(=O)C2COc3ccccc3O2)c1 (stereo not given)
11	12%	3%	4%	-24%	13%	-1%[57.1 µM]	3%	-9%	0	CN(C)c1ccc(C(=O)NC2(N3CCC3=O)CCCC2)cc1
12	-1%	-3%	22%	-8%	5%	-4%	-1%	6%	-2	Cc1csc2nc(COc3ccc(NC(=O)c4ccccc4F)cc3)cc(=O)n12
13	-8%	-3%	2%	3%	9%	-8%	-1%	25%	-1	CCC(=O)N1CCN(c2cc(N3CCCC3)c(F)cc2[N+](=O)[O-])CC1
14	1%	0%	12%	-18%	7%	3%	-1%	-18%[56.9 µM]	1	CC(C)CCN(CC(=O)NCc1ccc(F)cc1)S(=O)(=O)c1ccccc1F
15	-12%	6%	-15%	-12%	13%	1%	2%	-20%	-1	CCCCCSc1nnc(N)s1
16	0%	9%	18%	-8%	-8%	-13%	3%	-35%	-3	CCN(CC)C(=S)SCC(=O)c1ccccc1
17	-2%	9%	0%	-24%	0%	0%	1%	-1%	-7	COc1ccc(C2CC(=O)N(C)c3ccccc3S2)cc1OC (stereo not given)
18	-4%	-7%	2%	2%	26%	5%	0%	10%[56.9 µM]	-10	O=C(O)C1C2C=CC(CC2)C1C(=O)O (stereo not given)
19	10%	0%	8%	-8%	31%[57.1 µM]	15%[11.4 µM]	1%	?	-4	C(COC1CC2CC1C1C2CC2OC21)OC1CC2CC1C1C2CC2OC21 (stereo not given)
20	1%	0%	-9%	-9%	12%	1%	1%	19%	-12	Cc1cccc(N2CCN(C(=O)CCn3c(=O)c4cccn4c4cccnc43)CC2)c1C
21	-17%	-4%	8%	-21%	27%	5%	0%	34%	0	O=C(CCCCl)Nc1c2c(nn1-c1ccccc1)CSC2
22	10%	-1%	0%	-21%	3%	-3%	-2%	26%	-12	COc1cccc(CNC(=O)c2c(C)nn(-c3ccccc3)c2C)c1
23	-7%	2%	1%	-10%	10%[11.4 µM]	5%[11.4 µM]	0%	13%	-12	O=C(Cc1ccccc1)N/N=C/c1ccccc1Cl
24	2%	-3%	4%	-14%	10%	6%	-8%	17%	-1	O=C1N(CN2CCOCC2)c2ccccc2C12OCC(CCl)O2 (stereo not given)
25	-1%	0%	4%	-6%	-15%	-7%	1%	-21%	0	COC(=O)c1ccc(Oc2nc(N(C)C)nc(N3CCOCC3)n2)cc1
26	3%	-2%	17%	-17%	15%	-5%	0%	-14%	-2	O=C(COC(=O)Cc1n[nH]c(=O)c2ccccc12)NNC(=O)c1ccc(Br)cc1
27	10%	-5%	3%	-11%	-12%	-5%	1%	-35%	-4	N#Cc1ccccc1OCC(=O)OCC(=O)c1ccc2c(c1)NC(=O)CO2
28	2%	-2%	-5%	-30%	-4%	14%	0%	0%	-1	CCOC(=O)c1cnc2nc(NCc3ccc(OCC)cc3)[nH]n2c1=O
29	0%	-2%	6%	?	19%[57.1 µM]	-4%	1%	-1%	16	COc1ccc(N(CC(=O)NCCSc2ccccc2)S(=O)(=O)c2ccccc2)c(OC)c1
30	2%	-2%	-3%	-21%	21%[57.1 µM]	4%[57.1 µM]	0%	-49%[56.9 µM]	-1	COc1cc(C(=O)Nc2ccccc2SCc2cc(=O)n3nc(C)sc3n2)cc(OC)c1OC
31	-12%	-1%	5%	-8%	21%[57.1 µM]	5%[57.1 µM]	0%	9%	1	CC(Oc1ccc(Cl)cc1Cl)c1ccn[nH]1 (stereo not given)
32	0%	-3%	4%	7%	-1%	-9%	0%	24%	-9	COc1ccccc1N1CCN(C(=O)c2ccccc2NC(=O)C2CCCCC2C(=O)O)CC1 (stereo not given)
33	11%	-2%	4%	-15%	-22%	-9%	6%	3%	-2	Cc1cc2cc(CNC(=S)NCc3ccccc3)ccc2n1C
34	-10%	-3%	2%	3%	6%[57.1 µM]	0%[57.1 µM]	3%	16%	2	Cc1ccc(CNC(=O)c2ccc3c(c2)nc2n3CCOC2)cc1
35	0%	-3%	-1%	-13%	25%	12%	-1%	-6%	-12	CC1(C)CC(=O)CC(C)(C)N1OC(=O)c1ccncc1
36	-2%	0%	-1%	-26%	23%[57.1 µM]	6%[57.1 µM]	-1%	-3%	2	COc1ccc(NC(=O)Cn2nc(SC)c(S(=O)(=O)c3ccc(C)cc3)c2N)cc1OC
37	-9%	-2%	5%	4%	-13%	-14%	-2%	21%	0	Nc1nc(SCC(=O)Nc2ccccc2Oc2ccccc2)n[nH]1
38	5%	-7%	4%	0%	3%	6%	-1%	-25%	0	N#Cc1c2c(c(Nc3ccc(O)cc3)n3c1nc1ccccc13)CCC2
39	-1%	-3%	-8%	22%	15%[57.1 µM]	8%[57.1 µM]	0%	14%	-8	COCCNC(=O)c1onc(CSc2ccccn2)c1C(=O)NCCOC
40	1%	-3%	9%	-23%	15%	4%	3%	17%	-3	COc1ccc(CN2C(=O)CNC2=S)cc1
41	0%	-4%	-4%	7%	/	/	-4%	/	-2	CSCCC(NC(=O)c1ccccc1Cl)C(=O)NCCOc1ccc(C)cc1 (stereo not given)
42	2%	1%	0%	-7%	17%	1%	-5%	1%	-8	CCOc1ccc(/C=C2\SC(=S)N(CCC(=O)Nc3ccc(C(=O)O)cc3)C2=O)cc1
43	-11%	-1%	-4%	-4%	-1%[57.1 µM]	-2%	-3%	5%	-1	CCN1C(=O)C2(C(C#N)=C(N)Oc3cc(C)oc(=O)c32)c2ccccc21 (stereo not given)
44	6%	-2%	2%	0%	24%[57.1 µM]	-4%	-1%	-21%	-4	COc1cccc(-n2ccnc2SCC(=O)Nc2ccccc2F)c1
45	0%	-10%	5%	-5%	10%[57.1 µM]	2%[57.1 µM]	-1%	0%	-5	CC(=O)Oc1ccc(C(=O)NCCc2ccccc2)cc1
46	-3%	-3%	1%	-8%	?	0%	4%	-17%	-6	Cc1ccc(-n2c(Cc3cccn3C)nnc2SCC(=O)NCc2ccco2)cc1
47	-4%	0%	14%	-16%	13%	4%	4%	0%	7	COc1cc(OC)cc(-c2nc3nc(C)c(CCC(=O)Nc4ccc(C)c(C)c4)c(C)n3n2)c1
48	-3%	-5%	0%	-6%	5%	3%	2%	-13%	-9	O=C(CCC(=O)OCC(=O)c1cccc([N+](=O)[O-])c1)Nc1cccc(Cl)c1Cl
49	8%	-6%	5%	4%	18%[57.1 µM]	4%	-3%	-1%	-3	Nc1nn(-c2cccc(F)n2)cc1-c1ccccc1
50	-1%	0%	-5%	-10%	13µM*	5%	-4%	2%	-12	Cc1ccc(S(=O)(=O)CCC(=O)Nc2cc(Cl)ccc2-n2cncn2)cc1
51	2%	15%	-3%	-2%	10%[57.1 µM]	-1%[57.1 µM]	-6%	-22%	-7	Cc1ccc(NC(=O)c2cccs2)cc1[N+](=O)[O-]
52	-6%	-2%	4%	1%	20%	2%	0%	28%	-11	C=CC(O)Cc1c(C)n[nH]c1C (stereo not given)
53	4%	-3%	2%	-3%	20%	11%	1%	1%	-1	Cc1cc2ccccc2nc1Br

Some of the entries so far, with one line to a screen:
#10 COc1cccc(NC(=O)C2COc3ccccc3O2)c1 (stereo not given)
#11 CN(C)c1ccc(C(=O)NC2(N3CCC3=O)CCCC2)cc1
#12 Cc1csc2nc(COc3ccc(NC(=O)c4ccccc4F)cc3)cc(=O)n12

assay / compound	10	11	12
Vif-APOBEC3F blk	3%	12%	-1%
GRP78 ERSR act	0%	3%	-3%
mIDH1 inhibitor	3%	4%	22%
USP1 inh	-14%	-24%	-8%
TrxR1 inh	13%	13%	5%
TrxR1 substrate	-4%	-1%[57.1 µM]	-4%
Vif-A3G inh	-4%	3%	-1%
RGS4 inh	-3%	-9%	6%
LDHA block	-10	0	-2

A portion of the library, so the mix of outcomes need not match the whole.
